Screening results from PubChem.
MCF10A rereplic – induces DNA re-replication in MCF 10a normal breast cells. MCF 10A DNA re-replication, Hoechst nuclear intensity, 48 h. Potency, µM (series often up to 46.1 µM), for inactives: at the highest dose activity, positive = re-replication, actives largely listed as activators. hit rate 2.9% among 350,000; also: potency is read from the fitted curve at half-maximal effect; % of control where 0% means no effect; nearly all actives have a fitted effect of over 50% in size
ATXN2 expr inh – reduces ATXN2 reporter expression in HEK-293 cells; HEK-293 ATXN2-luciferase reporter, luminescence, 24 h; Potency, µM (series often up to 57 µM), without a hit: at the top dose activity change, negative = inhibition, actives largely listed as inhibitors; hit rate 0.72% among 360,000; AID 1745845; also: potency is read from the fitted curve at half-maximal effect; % is scaled to controls: 0 for no effect and ±100 for the full control effect; nearly all actives have a fitted effect of over 55% in size
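qHTS (up to 57 uM final) was run with 24 h compound exposure of reporter cells at 37 °C. Each well was multiplexed: SteadyGlo luminescence measured ATXN2-luciferase expression after a fluorogenic Gly-Phe-AFC viability readout (25 uM final).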
HT1080NT lethal – kills 2HG-producing HT-1080-NT fibrosarcoma cells. HT-1080-NT fibrosarcoma viability, CellTiter-Glo ATP luminescence, 48 h. Potency, µM (doses to about 46.1 µM), without a hit: at the top dose activity, negative = less viability, hits mostly cytotoxic. hit rate 1.6% among 360,000. AID 686970;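 also: NT is the 2HG producing partner of a matched IDH1 knockdown line; potency is read from the fitted curve at half-maximal effect; 0% = DMSO-treated cells and -100% = media-only wells without cells; nearly all actives have a fitted effect of over 55% in size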
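Compounds were tested in concentration-response format on HT-1080-NT cells for 48 hours at 37 degrees C. Cell viability came from CellTiter-Glo luminescence; curves were classified by r2, response magnitude and activity.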
HT1080 IDH1KD tx – toxicity to HT-1080 IDH1 knockdown cells (counter line). HT-1080 IDH1 knockdown viability, ATP luminescence, 48 h. Potency, µM (doses to about 46.1 µM), for the others: at the top dose activity, negative = toxicity, usual class: cytotoxic. hit rate 2% among 360,000;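 also: potency is read from the fitted curve at half-maximal effect; 0% = DMSO wells and -100% = cell-free medium wells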
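Assay cells: HT-1080 with IDH1 knockdown, 750 per well, RPMI/5% FBS. Exposure: 48 h at 37 °C following 2 h pre-incubation. Read: CellTiter-Glo luminescence; fitted concentration-response, curve class assigned.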
KB-3-1 cytotox – KB-3-1 parental cell cytotoxicity; KB-3-1 viability, CellTiter-Glo ATP luminescence, 72 h; Potency, µM (titrated, usually from 46.1 µM), inactives show at the highest dose activity change, negative = cytotoxic, usual class: cytotoxic; hit rate 1.4% among 400,000; also: potency is read from the fitted curve at half-maximal effect; % is scaled to controls: 0 for no effect and ±100 for the full control effect; nearly all actives have a fitted effect of over 60% in size
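Cells are dispensed, compounds pinned in, plates held at 37 °C for 72 h, then CellTiter-Glo is added and luminescence read after 10 minutes. Cell line: parental KB-3-1 in phenol-red-free DMEM, 10% FBS.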
SW480 rereplic – induces DNA re-replication in SW480 colon adenocarcinoma cells | hit rate 1.8% among 340,000 | AID 624297 | SW480 DNA re-replication, Hoechst DNA content imaging, 48 h | Potency, µM (doses to about 46.1 µM), inactives show at the top dose re-replication activation, hits mostly activators; also: potency is read from the fitted curve at half-maximal effect; % of control where 0% means no effect; nearly all actives have a fitted effect of over 55% in size
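Quantitative HTS format with DMSO vehicle controls; 48 hr drug incubation at 37 C, then 40 min Hoechst staining and scanning imager measurement at 405 nm excitation.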
ATXN viability – reduces viability in counter-screen for ATXN expression inhibitors. S2 cells (HEK-293 line with an ATXN2-luciferase reporter) viability, CellTiter-Fluor protease fluorescence, 24 h. Potency, µM (top dose mostly 56.7 µM), most hits filed as cytotoxic. hit rate 0.49% among 400,000; also: potency is read from the fitted curve at half-maximal effect; nearly all actives have a fitted effect of over 40% in size
KB-V1 cytotox – kills drug-selected multidrug resistant KB-V1 cells; KB-V1 MDR cells viability, CellTiter-Glo, 72 h; Potency, µM (top dose mostly 46.1 µM), for the others: at the highest dose activity change, negative = cytotoxicity, hits mostly cytotoxic; hit rate 3.4% among 400,000; also: potency is read from the fitted curve at half-maximal effect; % is scaled to controls: 0 for no effect and ±100 for the full control effect; nearly all actives have a fitted effect of over 60% in size
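KB-V1 MDR subline cells in DMEM (phenol-red free, 10% FBS) exposed to compounds in qHTS concentration series for 72 h at 37 degrees C. Viability read by CellTiter-Glo luminescence; concentration-effect curves fitted after normalization and correction.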
IL1B secr inh – inhibitors of inflammasome signaling (IL-1 beta secretion). THP-1 LPS/ATP IL-1B secretion, AlphaLISA, 16 h; hits give low values. activity change, % at 57.5 µM. hit rate 4.7% among 360,000; in the data active = activity change below about -50%; inconclusive = mostly about -30% to -49%; also: % is scaled to controls: 0 for no effect and ±100 for the full control effect
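Secreted IL-1B measured by AlphaLISA bead assay after 16 h compound exposure of THP-1 cells; compounds (final up to 57.5 uM) added 1 h before LPS (250 ng/mL) and ATP (1.25 mM) stimulation; lower signal means less secretion.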
An asterisk follows results filed as active; i = inactive; ? = inconclusive; . = no result given; [ ] = remark or other dose. Unless noted, calls follow the shape of the dose curve; as a rule, active = well fitted curve in the direction sought with a large enough effect; inconclusive = small, poorly fitted or top-dose-only effect, or another doubt; inactive = no such curve, though single readings can be large; an effect the other way counts as inactive or inconclusive. Some of the compounds tested, so the mix of outcomes need not match the whole.

SMILES	MCF10A rereplic	ATXN2 expr inh	HT1080NT lethal	HT1080 IDH1KD tx	KB-3-1 cytotox	SW480 rereplic	ATXN viability	KB-V1 cytotox	IL1B secr inh
COc1cc(Br)c(CNCCc2ccc3c(c2)OCO3)cc1OC	-0.7%	-15.3%	-2.9%	-1.4%	28.2%	?	i	-17.0%	?
O=C(C1CCN(S(=O)(=O)c2ccccc2)CC1)N1CCC2(CC1)OCCO2	-1.6%	2.5%	7.9%	10.2%	2.0%	-4.1%	i	13.6%	-1.4
Cc1cccc(C2=NN(c3ccc(Br)cc3)[C@@H](C(=O)N3CCOC3=O)[C@@H]2c2ccc([N+](=O)[O-])cc2)c1	-19.3%	12.8%	-11.4%	-21.2%	0.0%	-1.2%	i	0.0%	-19.7
CCC(C(=O)Nc1ccc(Cl)cc1)N1CCCC1=O (configuration not stated)	-3.0%	-13.9%	10.1%	1.1%	0.6%	-0.6%	.	14.7%	3.1
CCN(CC)CCNCc1nc2ccccc2c(=O)n1-c1ccc(F)cc1	2.0%	0.6%	5.9%	19.3%	0.5%	-4.7%	?	-17.2%	-0.5
O=C(c1ccc(CNS(=O)(=O)c2ccccc2)cc1)N1CCC2(CC1)OCCO2	7.7%	1.3%	3.7%	-0.1%	-2.3%	1.5%	i	3.9%	2.9
Nc1ccccc1C(=O)OCc1ccc([N+](=O)[O-])cc1	-1.9%	-3.1%[11.3 µM]	2.3%	-24.2%	12.9%	0.0%	i	-7.6%	-16.8
Cc1c(C)c2ccc(OCC(=O)N3C[C@H]4C[C@@H](C3)c3cccc(=O)n3C4)c(C)c2oc1=O	?	-3.3%	0.9%	2.8%	0.0%	-33.5%[inhibitor]	i	-4.1%	22.7
Oc1ccc2c3c1O[C@H]1[C@@H](O)CC[C@@]4(O)C(C2)N(CC2CCC2)CCC314 (some centres not stated)	1.4%	.	9.1%	15.7%	.	0.4%	.	.	.
O=C(c1ccccc1)c1cn(CC(=O)N2CCCC2)c2ccccc12	-10.0%	-13.1%	-0.9%	-0.1%	-0.3%	13.1%	i	19.3%	1.6
CC1=C[C@@H]2c3cccc4[nH]cc(c34)C[C@H]2N(C)C1	-15.8%	-17.9%	1.8%	-0.1%	-12.7%	0.5%	?	-7.0%	-1.5
Cc1cc(Cl)ccc1C(=O)C1CCCN(C2CCSCC2)C1 (configuration not stated)	-17.6%	-20.2%	-16.8%	-27.1%	-7.9%	19.7%	i	-5.1%	-27.9
CC12CNCC(C)(CNC1)C2O (configuration not stated)	21.7%	6.9%	-1.9%	28.9%[9.24 µM]	1.7%	-0.8%	i	3.9%	12.2
O=[N+]([O-])c1ccc(N2CCCC2)c(F)c1Br	10.6%	-1.1%	1.4%	0.3%	0.4%	-2.2%	i	-5.0%	-5.6
COC(=O)C1=C(c2ccc(F)cc2OCc2ccccc2)C[C@@H]2CC[C@H]1N2C(=O)NCc1cccc(C(F)(F)F)c1	3.26µM*	-22.9%	-7.0%	-10.9%	?	0.7%	i	?	-59.3*
CN1C(=S)CN=C(c2ccccc2)c2cc(Cl)ccc21	0.7%	20.3%	.	.	.	-3.9%	i	.	.
CCN(CC)CCN1Cc2ccccc2C1=N	0.1%	0.2%	2.6%	3.0%	-4.7%	-6.4%	i	4.2%	2.7
CCOP(=S)(OCC)C(O)CCCCCn1c(=O)c(F)cn(C2CCCO2)c1=O (configuration not stated)	0.5%	5.2%	10.4%	15.9%	1.4%	?	i	0.0%	-10.7
CC12CC(O)C3C(CCC4=CC(=O)CCC43C)C1CCC2=O (configuration not stated)	-28.1%	1.1%	1.1%	5.3%	0.3%	-2.1%	i	-23.7%	5.3
O=C(NC1CCCCC1)N1Cc2cc(-c3ccccc3)ccc2-n2nncc2C1	.	-13.0%	-25.3%	?	0.1%	.	.	?	-9.7
Cc1ccc(C)c(OCc2cc(C(=O)N3C[C@H]4C[C@@H](C3)c3cccc(=O)n3C4)no2)c1	?	1.8%	5.4%	2.1%	3.6%	-3.4%	i	-19.0%	i
CCCCNC(=O)c1c(N)n(CCCOC)c2nc3ccccc3nc12	10.3µM*	-19.4%	?	?	-22.4%	2.06µM*	.	18.4µM*	?
CC1=Nc2ccccc2/C1=C/c1c(O)[nH]c(=O)[nH]c1=O	7.1%	-0.4%	-11.2%	-15.6%	11.8%	-1.3%	i	8.0%	0.0
O=c1c2cc(Cl)cc(Cl)c2nc(CN2CCOCC2)n1-c1ccccc1F	10.1%	76.7%[activator]	-7.6%	9.2%	?	?	i	-11.3%	0.0
O=C(CCc1nnc2ccc(NCc3ccc(F)cc3)nn12)N1CCC2(CC1)OCCO2	7.1%	-6.6%	1.6%	7.9%	22.5%	3.2%	i	?	-0.9
N[C@H](CO)Cc1ccccc1	19.8%	-7.7%	-10.6%	29.1µM*	0.0%	?	i	17.0%	13.8
COC(=O)C1=C(c2ccc(-c3ccccc3)c(F)c2)C[C@@H]2CC[C@H]1N2C(=O)NCc1cc(C)oc1C(F)(F)F	?	?	-8.9%	-15.6%	?	-10.2%	?	?	-2.9
COc1cccc(CN2CCN(C(=O)Cc3ccccc3OC)CC2)c1	-8.0%	.	-0.5%	-1.1%	-1.8%	-2.6%	i	-28.3%	-7.0
O=C1NC(=S)NC(=O)C12C(c1ccccc1)NC(=S)NC2c1ccccc1 (configuration not stated)	-28.2%	24.6%	6.0%	25.4%	1.4%	-6.3%	i	6.7%	-18.3
C[C@H]1C/C=C/[C@H]2[C@H](O)[C@H](C)[C@@](C)(O)[C@H]3[C@H](Cc4ccccc4)NC(=O)[C@]32[C@H](O)/C=C/[C@](C)(O)C1	?	-8.6%	-29.6%	?	-2.6%	?	i	0.0%	-20.5
COC(=O)C1=C(c2ccc(OCc3ccccc3)cc2)C[C@@H]2CC[C@H]1N2C(=O)NCc1ccccc1	?	?	0.8%	-21.8%	?	15.9%	i	?	-0.2
Fc1cccc(CN2CCN(c3ccc(Cl)cc3)CC2)c1	10.7%	.	-2.5%	2.4%	-13.6%	-10.5%	i	-18.9%	-19.6
COc1ccc2c(C)c(CC(=O)N3C[C@H]4C[C@@H](C3)c3cccc(=O)n3C4)c(=O)oc2c1C	8.8%	-17.8%	1.3%	-0.2%	0.0%	-7.1%	i	0.0%	-0.3
Cc1cc(=O)oc2c(C)c(OCC(=O)N3CCN(Cc4ccccc4)CC3)ccc12	?	-12.5%	-13.1%	-6.2%	0.3%	?	i	?	-3.9
CC(C)Cc1[nH]c(=O)c(C#N)c2c1CCC2	22.7%	0.9%	1.6%	0.2%	5.7%	-5.6%	i	0.4%	7.9
N#CCCn1cc(C(=O)Nc2ccccc2Cl)c(-c2ccc(F)cc2)n1	-9.5%	-5.3%	-19.4%	-5.8%	3.0%	-3.6%[9.22 µM]	i	11.2%	7.0
C=CCN(c1ccc(C(=O)N(CC)CC)cc1)S(C)(=O)=O	0.2%	2.1%	10.8%	14.8%	-5.4%	-1.4%	i	-2.3%	13.5
O=c1[nH]c(=O)n(C2CCCCCC2)c(O)c1C=NC1CCN(Cc2ccccc2)CC1	1.7%	-21.1%	1.0%	0.0%	0.3%	1.1%	i	-18.1%	?
O=C(CN1CCN(C(=O)CNC(=O)c2ccc(-c3ccccc3)cc2)CC1)Nc1ccccc1Cl	.	.	?	?	?	.	?	8.2µM*	?
C#CCN(C[C@@H]1[C@@H](OC(=O)Nc2c(C)noc2C)[C@@H](OC(=O)Nc2c(C)noc2C)Cn2c(=O)n(CCCCCC)c(=O)n21)S(=O)(=O)c1ccc(C)cc1	.	-4.6%	-13.3%	-10.4%	?	.	i	22.0%	-59.5*
CC(C)(C)c1ccc(C(=O)NC(=S)Nn2cnnc2)cc1	?	17.4%	10.3%	2.7%	5.0%	0.8%	?	3.7%	11.4
CN1C(=O)C(=Cc2ccc(OCCN(C)c3ccccn3)cc2)C(=O)N(C)C1=O	0.411µM*	1.4%	?	11.1%	0.7%	-23.2%	i	?	10.9
CCOC(=O)CC(SP1(=S)OCC2(CCCCC2)CO1)C(=O)OCC (configuration not stated)	13.4%	12.6%	2.1%	2.7%	2.3%	-9.7%	i	6.5%	-6.6
O=C(CNC(=O)OCc1ccccc1)Nc1ccc(Br)cc1C(=O)c1ccccc1Cl	26.8%	-1.4%	-28.7%	?	?	6.9%	i	8.2µM*	-6.6
Cc1nc2c(c(=O)[nH]1)C(c1ccccc1Cl)c1c(c3ccccc3oc1=O)O2 (configuration not stated)	-4.1%	7.0%	4.1%	3.6%	4.7%	-21.3%	?	0.0%	0.1
Cn1c(O)c(C=NCCOc2ccc(Cl)cc2)c(=O)n(C)c1=O	-9.5%	-5.8%	-6.3%	-2.7%	3.3%	0.0%	i	-21.4%	7.9
O=c1c(C=Nc2cccnc2Cl)c(O)n(CCCCl)c(=O)n1C1CCCCC1	-2.6%	4.6%	1.8%	0.4%	9.5%	-6.4%	i	-6.1%	35.0
CCOP(=O)(Cc1cc(C#N)oc1C)OCC	-4.5%	4.6%	12.7%	28.4%	-15.9%	0.0%	i	0.0%	1.5
CC(C)(C)n1nnnc1C(c1ccccc1)N1CCC2(CC1)C(=O)NCN2c1ccccc1 (configuration not stated)	.	-12.6%	-1.1%	1.8%	0.1%	.	?	0.0%	0.0
O=C(COc1ccccc1)NCCc1cnc[nH]1	-11.0%	5.0%	6.4%	11.1%	0.0%	-0.9%	i	19.9%	9.1
CN(C)C(=O)Oc1ccc2ccccc2c1Cl	18.2%	49.0%[activator]	-0.7%	-0.4%	-4.3%	-0.4%	?	5.2%	-11.0
COc1ccc(OC)c(NC(=O)C2C(C(=O)O)C3(Cl)C(Cl)=C(Cl)C2(Cl)C3(Cl)Cl)c1 (configuration not stated)	?	-5.9%	13.9%	17.7%	2.6%	-4.3%	i	0.4%	20.1
